Compound activity as filed in PubChem.
Keap1 Nrf2 FP: Keap1-Nrf2 protein-protein interaction inhibitors, primary screen, biochemical, fluorescence polarization, single point; Kelch-like ECH-associated protein 1 (Homo sapiens), Q14145; Keap1 Kelch-Nrf2 peptide fluorescence polarization, 1536-well; inhibition, % at 9.4 µM; 0.15% of 340,000 active; in the data active = inhibition above about 12%;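 note: human Keap1 Kelch domain with fluorescein labeled Nrf2 9mer peptide probe; 0% = neutral control wells and 100% = peptide positive control; higher means more block of Keap1 binding to Nrf2 peptide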
Target sequence (Q14145 whole entry, looked up, the tested form may be a part): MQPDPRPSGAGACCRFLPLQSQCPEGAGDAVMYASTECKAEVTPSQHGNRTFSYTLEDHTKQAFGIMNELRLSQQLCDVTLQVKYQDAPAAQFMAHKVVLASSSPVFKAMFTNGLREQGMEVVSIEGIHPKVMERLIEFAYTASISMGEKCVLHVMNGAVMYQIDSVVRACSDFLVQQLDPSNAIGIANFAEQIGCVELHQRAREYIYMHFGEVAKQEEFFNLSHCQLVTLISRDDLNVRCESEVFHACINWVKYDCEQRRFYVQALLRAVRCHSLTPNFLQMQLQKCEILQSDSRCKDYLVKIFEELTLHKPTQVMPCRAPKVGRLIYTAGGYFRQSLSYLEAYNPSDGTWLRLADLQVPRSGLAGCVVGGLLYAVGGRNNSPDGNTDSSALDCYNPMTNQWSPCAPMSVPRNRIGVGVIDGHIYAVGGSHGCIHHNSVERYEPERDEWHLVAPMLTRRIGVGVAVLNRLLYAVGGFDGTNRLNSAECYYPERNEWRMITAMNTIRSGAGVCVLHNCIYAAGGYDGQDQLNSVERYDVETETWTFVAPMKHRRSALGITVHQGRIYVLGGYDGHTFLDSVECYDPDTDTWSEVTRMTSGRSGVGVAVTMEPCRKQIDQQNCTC
Arrestin-AP2 inh: inhibitors of beta-arrestin/AP2 binding, primary screen, biochemical, GPCR trafficking, flow cytometry | inhibition, % at 10 µM | FITC-arrestin peptide / GST-AP2 beads; AP2 beta2 appendage carries R879A mutation | 0.31% of 340,000 active | beta-arrestin 1 C-terminal peptide binding to AP2 beta2-adaptin appendage (human);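 active = inhibition above a set limit, near 3 SD of compounds lacking own fluorescence, cut at about 54% in these data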;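 note: plate controls were DMSO wells for no effect and 5 µM unlabelled arrestin peptide for full effect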
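test system = AP2 appendage R879A on GSH beads | buffer or medium = PBS plus Tween 20 (0.05%) and BSA (0.1%) | incubation = 12 min plus 1 h, RT | detection = bead flow cytometry, FITC channel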
V-ATPase pH: regulators of yeast V-ATPase proton pumping, primary screen, pHLuorin cytosolic pH fluorescence. S. cerevisiae. response, % at 10 µM. 0.37% of 350,000 active. AID 504577, 2011; in the data active = response mostly above about 7.3%, no sharp cut-off; inactive = mostly below about 5.4%; note: actives read high; inactives centre near 0; some compounds called inactive have numbers as strong as hits; reference of the scale not given here
CAL PDZ FP-1: untagged CAL PDZ binding inhibitors, primary screen, biochemical, fluorescence polarization, HTS; inhibition, % at 24.9 µM; purified CAL PDZ, TMR-peptide fluorescence polarization, 1 h; Golgi-associated PDZ and coiled-coil motif-containing protein (Homo sapiens), Q9HD26; 0.92% of 300,000 active; AID 602252, 2012;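 active = mean inhibition of at least 30% with at least half of replicates also reaching 30%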;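 note: 0% = DMSO neutral control and 100% = excess unlabeled competitor peptide PRC23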
RTF Ca sens inh: cardiac RTF calcium sensitivity inhibitors, primary screen, biochemical, IANBD-TnC fluorescence, EC70 calcium | AID 493244, 2011 | IANBD-labeled cardiac RTF, Ca2+ fluorescence | Troponin I, cardiac muscle (Homo sapiens) + Troponin T, cardiac muscle (Homo sapiens) + … | 0.12% of 340,000 active | inhibition, % at 7.15 µM;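 active = inhibition above the mean inhibition of all tested compounds plus 3 SD, cut at about 17% in these data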;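 note: assay run at fixed EC70 calcium of 1.6 mM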
C-LANA FP: inhibitors of KSHV C-LANA binding to DNA, primary screen, biochemical, fluorescence polarization, FAM-LBS DNA, MBP-C-LANA, single point | Kaposi's sarcoma herpesvirus LANA C-terminal domain (residues 932-1162) DNA binding | AID 504423, 2011 | 0.078% of 340,000 active | inhibition, % at 9 µM;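 active = highest replicate inhibition at or above 60% at 9 µM, even if other replicates fall short; inactive = all replicates below 60% inhibition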;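 note: 0% = neutral control wells and 100% = 4 µM acridine orange control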
CAL PDZ FP-2: CAL PDZ peptide-binding inhibitors, primary screen, biochemical, fluorescence polarization, Cer-tagged CAL PDZ, HTS. Golgi-associated PDZ and coiled-coil motif-containing protein (Homo sapiens), Q9HD26. purified CAL PDZ, TMR-peptide fluorescence polarization, 1 h. inhibition, % at 20 µM. 0.02% of 330,000 active. AID 504414, 2011;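 active = highest replicate inhibition of at least 40%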;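 note: plate controls were DMSO neutral control wells for no effect and unlabeled competitor peptide control wells for full effect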
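Material: tagged CAL PDZ domain; buffer or medium: 25 mM sodium phosphate pH 7.4, 150 mM NaCl, TCEP, IgG, Thesit; compound dosing: single point, 20 µM; schedule: 1 h incubation at room temperature before polarization reading; measured by: FP readout, S and P plane fluorescence; read-out basis: percent inhibition from loss of millipolarization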
DAGLB inh: DAGLB lipase inhibitors, primary screen, biochemical, fluorescence, HTS; inhibition, % at 5.17 µM; HEK293T DAGLB membrane lysate, EnzChek fluorogenic substrate; AID 504411, 2011; 0.059% of 340,000 active; in the data active = inhibition above about 34%;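 note: 0% = enzyme with vehicle and 100% = wells lacking enzyme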
Pemphigus Ab inh: inhibitors of pemphigus antibody binding to DSG3, primary screen, biochemical, bead-based, flow cytometry, scFv-GFP. Desmoglein-3 (Homo sapiens), P32926. DSG3-coupled beads, scFv-anti-DSG3-GFP binding; active compounds read low. binding (percent of control), % at 10 µM. 0.48% of 310,000 active. AID 588358, 2011;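 active = binding more than 3 SD below its plate's average and above zero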;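 note: hits lower antibody fragment binding to DSG3; some compounds called inactive have numbers as strong as hits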
NSD2 HMT inh: NSD2 histone methyltransferase inhibitors, primary screen, biochemical, AlphaScreen, single concentration, set 2; Histone-lysine N-methyltransferase NSD2 (Homo sapiens), O96028; NSD2 peptide methylation, 120 min; inhibition, % at 12.5 µM; 0.54% of 310,000 active; in the data active = inhibition above about 50%
* marks the source's active call; other numbers are inactive results; · = no result given. Some of the compounds tested; rates above refer to the full screens.

Order of results: Keap1 Nrf2 FP | Arrestin-AP2 inh | V-ATPase pH | CAL PDZ FP-1 | RTF Ca sens inh | C-LANA FP | CAL PDZ FP-2 | DAGLB inh | Pemphigus Ab inh | NSD2 HMT inh
> O=C(O)c1ccccc1SC1CC(=O)N(c2ccccc2)C1=O (stereo not given)
 : -5 | 12 | -3 | -5 | -17 | 1.5 | -0.5 | 1 | 129 | -4
> COCC(C)Nc1ncnc2c1cnn2-c1ccc(Cl)cc1 (stereo not given)
 : -4 | -1 | -3 | · | -5 | -0.6 | -6.5 | -2 | 108 | 13
> N#Cc1ccccc1NC(=O)CSc1nnc(-c2ccccc2)n1-c1ccccc1
 : -2 | -2 | 3 | 3 | -5 | -1.3 | -2.5 | 3 | 99 | -5
> CC1CC(CC(=O)NC(=S)Nc2ccccc2Cl)C(=O)O1 (stereo not given)
 : -8 | 5 | 0 | -3 | -6 | 0.2 | -3.0 | 2 | 101 | 0
> CSc1ncc(CN2CCc3c([nH]c4ccccc34)C2c2cccc(C)n2)cn1 (stereo not given)
 : -3 | 8 | -3 | -1 | 0 | -0.4 | -2.6 | 0 | 99 | 1
> Cc1noc(NS(=O)(=O)c2ccc(NC(=O)c3cc(-c4ccccc4Cl)nc4ccccc34)cc2)c1C
 : 2 | 13 | 1 | -3 | -9 | 0.0 | -4.6 | 9 | 103 | 9
> OC(COCC1COc2ccccc2O1)CN1CCc2ccccc2C1 (stereo not given)
 : -2 | -5 | 2 | 0 | -9 | 0.8 | -2.2 | -5 | · | 1
> COc1ccc(CC(=O)OCN2C(=O)c3ccccc3C2=O)cc1OC
 : 3 | 23 | 4 | -2 | 0 | 0.3 | -0.5 | 2 | 97 | -3
> CCOC(=O)N1CCN(C(=O)CSc2nc(=O)n3ccc(C)cc3n2)CC1
 : -6 | 2 | -1 | -1 | -5 | -0.8 | 0.8 | -1 | 108 | 0
> Nn1c(SCc2nc3ccccc3[nH]2)nnc1-c1ccccc1
 : -1 | 29 | 4 | -2 | -3 | 0.3 | -1.6 | -2 | 100 | 2
> CC(C)=CCC/C(C)=C/CC/C(C)=C/CC/C(C)=C/CC1=C(C)C(=O)c2ccccc2C1=O
 : 0 | 24 | -3 | -4 | -3 | -0.3 | -0.4 | 1 | 92 | ·
> CC(C)CNS(=O)(=O)c1cc(C(=O)N2CC(C)OC(C)C2)c(Cl)cc1Cl (stereo not given)
 : -5 | 33 | 3 | -1 | -1 | 0.7 | -2.3 | -1 | 105 | 0
> CCOC(=O)c1c(NC2=NS(=O)(=O)c3ccccc32)sc2c1CCC(C)C2 (stereo not given)
 : 1 | -6 | -4 | 1 | -7 | -0.6 | -1.9 | 0 | 78 | -4
> CCOC(=O)c1c(NC(=O)CNCCO)sc(C)c1C
 : -1 | -2 | 20 | · | 0 | -0.5 | -0.8 | -4 | · | 2
> Cc1ccc(NC(=S)NC(=O)C2CCCC2)cc1C
 : 2 | 2 | -3 | 3 | -1 | 1.0 | -0.6 | -19 | · | 1
> Oc1ccccc1/C=N/n1c2ccccc2c2ccccc21
 : 2 | -6 | -3 | -5 | 2 | 0.4 | -0.7 | -5 | 98 | 12
> COc1cc(NC(=NS(=O)(=O)c2ccccc2)c2ccccc2)ncn1
 : -3 | 5 | -2 | 1 | 0 | -2.3 | 0.4 | 1 | · | -35
> COc1cc(/C=N/NC(=S)Nc2cccc(Cl)c2C)ccc1OCC(=O)N1CC(C)OC(C)C1 (stereo not given)
 : 5 | 2 | -3 | -3 | 3 | -1.6 | -2.2 | 1 | 86 | 8
> CCN(C(=O)COC(=O)C12CC3CC(CC(O)(C3)C1)C2)c1c(N)n(Cc2ccccc2)c(=O)[nH]c1=O
 : -4 | 23 | 0 | -4 | -6 | 1.1 | 0.0 | 1 | 100 | -1
> O=c1cc(CN2CCN(c3ccccc3)CC2)nc2scc(-c3ccccc3)n12
 : 0 | 7 | 3 | 0 | -3 | -0.3 | -0.7 | 4 | · | ·
> CCCCOC(=O)c1ccc(NC(=O)c2c(Cl)ccc(Cl)c2OC)cc1
 : -6 | 26 | 0 | -4 | 11 | 2.2 | -1.6 | -16 | · | -3
> CC(=O)Nc1ccc(SCC(=O)Nc2cc(C(C)(C)C)nn2-c2ccccc2)cc1
 : 1 | -6 | · | 1 | -12 | -1.3 | -1.6 | -1 | 98 | -1
> COc1ccccc1NC(=O)CSc1ccc(-c2ccc(-n3cccn3)cc2)nn1
 : -2 | 7 | 3 | 1 | -13 | 0.8 | -2.4 | -1 | 94 | 0
> CCOc1ccc(-c2cccc(NC(=O)c3ccc(Br)o3)c2)nn1
 : 3 | 9 | 2 | -4 | -3 | -0.5 | -2.7 | -1 | 103 | 1
> CCn1c(CCNC(=O)c2cccs2)nnc1SCC(=O)c1ccc(OC)cc1
 : -3 | -1 | 1 | · | 0 | -0.1 | 0.8 | -4 | 103 | ·
> O=C(COC(=O)C1C2CC3OC(=O)C1C3C2)Nc1ccc(Br)cc1 (stereo not given)
 : 3 | -11 | -1 | 0 | -23 | 0.7 | -2.2 | -1 | · | 0
> CCCCN(C)C(=O)CSc1nc(NCc2ccc(OC)cc2)c2ccccc2n1
 : -2 | 15 | 1 | · | -7 | 0.3 | -1.8 | -2 | 103 | 8
> CN(C)c1nc(Nc2ccccc2)nc(Oc2ccc(=O)[nH]n2)n1
 : 2 | -2 | 0 | -1 | -3 | -2.0 | -1.9 | 2 | 99 | 0
> CCCN(Cc1nnc(-c2cccs2)o1)C(=O)c1cc(S(=O)(=O)N2CCOCC2)ccc1C
 : -3 | 1 | -2 | -7 | 0 | -1.1 | -2.3 | 0 | 106 | 0
> CC1CCCCN1C(=S)Nc1ccc(S(=O)(=O)N2CCCCC2)cc1 (stereo not given)
 : · | · | 1 | · | · | · | · | -3 | 99 | 7
> Cc1ccn2c(CNCCn3nc(C)cc3C)c(C(=O)N3CCCCCC3)nc2c1
 : · | 17 | -3 | -24 | -12 | · | 16 | 0 | 111 | 1
> CCN(C(=O)COC(=O)c1[nH]c(C)c(C(C)=O)c1C)C1CCS(=O)(=O)C1 (stereo not given)
 : 3 | 3 | 4 | -2 | -4 | 1.5 | · | -2 | 96 | -1
> CCN1C(=O)[C@H]2[C@@H](c3ccc(-c4ccccc4)c(OC)c3)N[C@@](Cc3ccccc3)(C(=O)OC)[C@H]2C1=O
 : 2 | -2 | 0 | -2 | 0 | 1.2 | -0.7 | 0 | 100 | ·
> O=C(CCOc1ccccc1)OCC(=O)c1cc2ccccc2o1
 : 0 | 21 | -3 | 4 | 0 | -2.4 | -3.2 | -8 | 102 | 1
> Cc1ccc(NC(=O)c2ccc(OC(=O)c3cc4ccccc4o3)cc2)cc1
 : -5 | 1 | 4 | -7 | -14 | 2.1 | -1.4 | -2 | 105 | -1
> COc1ccccc1-n1c(SCC(=O)O)nnc1-c1ccc(S(=O)(=O)N2CCCCC2)cc1
 : -3 | 4 | -6 | · | -1 | 0.6 | -2.3 | 2 | 94 | -8
> COc1cc(/C=N/NC(=S)Nc2cccc(C(=O)O)c2)cc(OC)c1OC
 : -5 | 40 | -1 | -4 | -7 | 2.9 | 0.1 | 0 | 104 | 1
> CCN(CC)S(=O)(=O)c1cccc(C(=O)N2CC(O)CC2C(=O)O)c1 (stereo not given)
 : 0 | 3 | -6 | 0 | -13 | -0.9 | -0.9 | -2 | 104 | 3
> O=C(C1=C[C@@H](C2CC2)C[C@@H](OCc2ccc(CO)cc2)O1)N1CCOCC1
 : -6 | 1 | 6 | -3 | -8 | -1.9 | 0.5 | -2 | · | ·
> CS(=O)(=O)N1CCC(C(=O)Nc2ccc3c(c2)OCO3)CC1
 : -4 | -9 | -3 | -2 | -5 | -0.3 | -2.9 | -1 | 101 | -1
> Cc1ccc(C2c3[nH]c4ccccc4c3C[C@H]3C(=O)N(c4ccccc4C(=O)NCCN4CCOCC4)C(=O)N23)cc1 (stereo not given in full)
 : -5 | -1 | 1 | 2 | 1 | -0.8 | -0.8 | 3 | 105 | ·
> CCOC(=O)c1cnc(C(C)(C)C)[nH]c1=O
 : -2 | 15 | -3 | 0 | -1 | -0.1 | -1.0 | -3 | · | -1
> CN(CC(=O)Nc1nccs1)S(=O)(=O)c1ccc(F)cc1
 : -4 | -8 | 2 | -2 | 8 | -2.3 | -1.3 | 3 | 101 | 0
> Cc1ccc(CNC(=O)c2ccc(N3CCc4ccccc43)c([N+](=O)[O-])c2)cc1
 : -2 | -9 | -4 | -3 | 2 | 0.0 | -1.6 | 32 | 123 | 2
> CC1(C)CC(=O)C/C(=N\NC(=O)CCc2ccc(S(=O)(=O)N3CCOCC3)cc2)C1
 : -1 | -21 | -1 | 1 | -1 | -1.4 | 0.7 | 0 | 116 | 3
> Cc1ccc(C(=O)NCC(=O)N2CCCCCCC2)cc1C
 : -2 | 35 | 1 | 0 | -12 | -0.1 | -2.9 | 5 | 98 | 2
> N#Cc1cc2ccncc2c2ccccc12
 : · | · | -2 | · | · | · | · | -1 | 102 | 0
> Cc1ccc(C(=O)CSc2nc(C)cc(=O)[nH]2)cc1
 : -2 | 5 | -1 | -2 | 2 | -0.1 | -0.3 | -1 | · | 0
> COc1cc(C(=O)N/N=C/c2cc([N+](=O)[O-])cs2)cc(OC)c1OC
 : -1 | 4 | 4 | -2 | -12 | -0.9 | -2.1 | -15 | · | -4
> O=C(c1cc([N+](=O)[O-])cc([N+](=O)[O-])c1)N1CCOCC1
 : 2 | -8 | -1 | -2 | -35 | 0.6 | 0.5 | 2 | 103 | -2
